V-ATPase pH: regulators of yeast V-ATPase proton pumping, primary screen, pHLuorin cytosolic pH fluorescence. 350,000 tested, 0.37% active. response, % at 10 µM. S. cerevisiae. AID 504577, 2011; in the data active = response mostly above about 7.3%, no sharp cut-off; inactive = mostly below about 5.4%; also: actives read high; inactives centre near 0; some compounds called inactive have numbers as strong as hits; reference of the scale not given here
* hit, by the source's call. The list is partial (hit frequency here may not be typical).

Preview, four compounds:
What do the screens show for `CS(=O)(=O)c1[nH]nc(-c2ccccc2Cl)c1C#N`?
V-ATPase pH: 0.2

What do the screens show for `O=C(CCN1CCCO1)N1CCCC(Nc2cccc(F)c2)C1` (configuration not stated)?
V-ATPase pH: 0.5

What do the screens show for `C[C@@H]1CN([C@H](C)CO)C(=O)CCCn2nncc2CO[C@H]1CN(C)Cc1ccccc1`?
V-ATPase pH: -0.4

What do the screens show for `COc1ccc(CNC(=S)Nc2cccc(Cl)c2)cc1`?
V-ATPase pH: -1.0

Results, repeating the preview:
What do the screens show for `CS(=O)(=O)c1[nH]nc(-c2ccccc2Cl)c1C#N`?
V-ATPase pH: 0.2

What do the screens show for `O=C(CCN1CCCO1)N1CCCC(Nc2cccc(F)c2)C1` (configuration not stated)?
V-ATPase pH: 0.5

What do the screens show for `C[C@@H]1CN([C@H](C)CO)C(=O)CCCn2nncc2CO[C@H]1CN(C)Cc1ccccc1`?
V-ATPase pH: -0.4

What do the screens show for `COc1ccc(CNC(=S)Nc2cccc(Cl)c2)cc1`?
V-ATPase pH: -1.0

What do the screens show for `CCc1ccccc1NC(=O)CN1CCN(C(=O)c2cc(C3CC3)nn2-c2ccccc2)CC1`?
V-ATPase pH: 1.9

What do the screens show for `Cc1ccc2c(=O)n3c(nc2c1)C(Cc1ccccc1)NC(=O)c1cccnc1-3` (configuration not stated)?
V-ATPase pH: 5.1

Results for CC1CCN(C(=O)CCC(=O)Nc2ccc([N+](=O)[O-])cc2)CC1 ?
V-ATPase pH: 1.9

What do the screens show for `CCOC(=O)c1c(NC(=O)COC(=O)c2cccc([N+](=O)[O-])c2)sc(C(=O)N(C)C)c1C`?
V-ATPase pH: -0.3

How did COc1ccc(CCn2c(C3CCCCC3)nc3c(c(=O)c4ccccc4n3C)c2=O)cc1 do in these assays?
V-ATPase pH: -4.2

What do the screens show for `COc1ccc([C@H]2N[C@]3(CCCN(Cc4ccc(Cl)cc4)C3=O)[C@H]3C(=O)N(Cc4ccccc4)C(=O)[C@@H]23)cc1`?
V-ATPase pH: -1.6

What do the screens show for `O=C(CSc1ncccn1)NC(=O)NC1CCCC1`?
V-ATPase pH: 0.8

How did C[C@@H]1CN([C@@H](C)CO)C(=O)c2cc(NC(=O)c3ccccc3)ccc2O[C@@H](C)CCCCO[C@@H]1CN(C)Cc1ccc(C(F)(F)F)cc1 do in these assays?
V-ATPase pH: -1.0

Results for O=C1CCC(C(=O)OCC(=O)Nc2ccccc2Br)=NN1 ?
V-ATPase pH: 3.5

Results for CC1CCC2(CC1)NC(=O)N(CC(=O)Nc1ccc(N3CCCCC3)cc1)C2=O (configuration not stated) ?
V-ATPase pH: 0.3

Results for COc1cccc(CN(C)C[C@@H]2OCc3ccccc3-c3c(n(C)c4ccccc34)C(=O)N([C@@H](C)CO)C[C@H]2C)c1 ?
V-ATPase pH: 1.0

What do the screens show for `CCC(=C(c1ccc(O)cc1)c1ccc(OCCN(C)C)cc1)c1ccccc1`?
V-ATPase pH: 0.2

What do the screens show for `Cc1nc(N/N=C/c2cccnc2)cc(N2CCOCC2)n1`?
V-ATPase pH: -0.4

What do the screens show for `CN(CC(=O)Nc1ccc(Cl)cc1)CC(=O)N1CCc2ccccc21`?
V-ATPase pH: 3.5

How did Cc1onc(-c2c(F)cccc2Cl)c1C(=O)N1CCSCC1 do in these assays?
V-ATPase pH: -1.1

What do the screens show for `c1ccc2cc(C3OCC4(CCCC4)CO3)ccc2c1`?
V-ATPase pH: 0.3

How did COCCCNCCC(CCC(C)C)c1ccc2c(c1)OCO2 (configuration not stated) do in these assays?
V-ATPase pH: -3.5

How did COc1cc(N=Nc2ccc(Br)cc2)cc(C=O)c1O do in these assays?
V-ATPase pH: -2.4

What do the screens show for `COc1ccccc1-c1n[nH]nc1C1=CC(=O)C[C@H](c2ccc(F)cc2)C1`?
V-ATPase pH: 0.4

Results for CN(C)Cc1ccccc1CNC(=O)c1ccc(Cl)c(S(=O)(=O)NC2CC2)c1 ?
V-ATPase pH: -0.8

Results for Cc1ccc([C@H]2C[C@@H](O)[C@H](n3cc(C4CC4)nn3)CN2C(=O)c2cccs2)cc1 ?
V-ATPase pH: 0.5

How did O=C(O)c1ccc2c(c1)CCCN2 do in these assays?
V-ATPase pH: -6.9

What do the screens show for `C[C@H]1CN([C@@H](C)CO)C(=O)c2cc(C#CCC3CCCC3)cnc2O[C@@H]1CN(C)C(=O)CC1CC1`?
V-ATPase pH: -1.6

How did COc1ccccc1N1CC(C(=O)OC(C)C(=O)Nc2ccc(F)cc2)CC1=O (configuration not stated) do in these assays?
V-ATPase pH: -0.3

How did CCOC(=O)C1CCN(C(=O)CCn2c(=O)oc3ccccc32)CC1 do in these assays?
V-ATPase pH: 2.4

What do the screens show for `CCN1C(=O)[C@H]2[C@@H](c3ccc(C)cc3)N[C@]3(CCCN(Cc4ccc(C(F)(F)F)cc4)C3=O)[C@H]2C1=O`?
V-ATPase pH: -0.1

Results for CCN1C(=O)[C@H]2[C@@H](c3ccc(C(F)(F)F)cc3)N[C@]3(CCCN(Cc4ccco4)C3=O)[C@H]2C1=O ?
V-ATPase pH: 1.9

How did O=C1C=C(c2ccccc2Oc2ccccc2)C[C@@H](c2ccc(F)cc2)C1 do in these assays?
V-ATPase pH: 1.0

What do the screens show for `O=C(Cn1cc(C(F)(F)F)ccc1=O)Nc1ccc2c(c1)OCO2`?
V-ATPase pH: 4.2

What do the screens show for `CCOC(=O)c1c(NC(=O)COC(=O)c2ccc(Cl)nc2)sc(C)c1C`?
V-ATPase pH: 1.8

Results for Clc1nccc(N2CCN(c3ccccc3Cl)CC2)n1 ?
V-ATPase pH: 0.4

What do the screens show for `Cc1ccc(S(=O)(=O)N2[C@H](c3cccc(Cl)c3)CC(=O)[C@@H]3CN(S(=O)(=O)c4ccccc4C)[C@H](c4ccc(Cl)cc4)C[C@@H]32)cc1`?
V-ATPase pH: 0.5

Among those listed so far, 4 have a CF3 group:
How did C[C@@H]1CN([C@@H](C)CO)C(=O)c2cc(NC(=O)c3ccccc3)ccc2O[C@@H](C)CCCCO[C@@H]1CN(C)Cc1ccc(C(F)(F)F)cc1 do in these assays?
V-ATPase pH: -1.0

What do the screens show for `CCN1C(=O)[C@H]2[C@@H](c3ccc(C)cc3)N[C@]3(CCCN(Cc4ccc(C(F)(F)F)cc4)C3=O)[C@H]2C1=O`?
V-ATPase pH: -0.1

Results for CCN1C(=O)[C@H]2[C@@H](c3ccc(C(F)(F)F)cc3)N[C@]3(CCCN(Cc4ccco4)C3=O)[C@H]2C1=O ?
V-ATPase pH: 1.9

What do the screens show for `O=C(Cn1cc(C(F)(F)F)ccc1=O)Nc1ccc2c(c1)OCO2`?
V-ATPase pH: 4.2

Following part:
Results for O=C(O)Cn1ccnc1[N+](=O)[O-] ?
V-ATPase pH: 4.1

Results for Cc1ccccc1NC(=O)Cc1nc(COC(=O)c2nccnc2N)cs1 ?
V-ATPase pH: -4.4

What do the screens show for `COc1ncnc2c1ncn2CCCN(C)Cc1ccco1`?
V-ATPase pH: -1.4

How did C=CCn1c(-c2sc3nc(C)cc(C)c3c2N)n[nH]c1=S do in these assays?
V-ATPase pH: 0.6

What do the screens show for `Cc1ccc([C@@H]2CC(=O)[C@@H]3CN(S(=O)(=O)c4ccc(C)cc4)[C@H](c4ccc(Cl)cc4)C[C@@H]3N2S(=O)(=O)c2ccc(C)cc2)cc1`?
V-ATPase pH: -2.8

What do the screens show for `Cc1ccsc1C(=O)NCC(c1cccs1)N1CCOCC1` (configuration not stated)?
V-ATPase pH: -1.7

Results for Cc1ccc(S(=O)(=O)N(C)c2ccc(C(=O)NCC(c3ccccc3)N3CCCC3)cc2)cc1 (configuration not stated) ?
V-ATPase pH: 0.9

Results for C#CC[N+](CC)(CC)CC#Cc1ccccc1 ?
V-ATPase pH: 1.5

How did CC1=C2C3OC(=O)C(C)C3CCC2(C)C=C(Cl)C1=O (configuration not stated) do in these assays?
V-ATPase pH: 6.0

What do the screens show for `CC(=O)N1C[C@H]2CON(C)[C@H]2C[C@H]1c1ccc(-c2ccc(C#N)cc2)cc1`?
V-ATPase pH: 1.4

What do the screens show for `Cc1cc(NC(=O)c2ccc(Cl)c([N+](=O)[O-])c2)no1`?
V-ATPase pH: 4.5

What do the screens show for `COc1ccc(C(=O)OCc2cc(=O)oc3c(C)c(C)ccc23)cc1S(=O)(=O)N1CCOCC1`?
V-ATPase pH: 4.2

What do the screens show for `CC1COCC(C)N1C(=O)c1cccnc1` (configuration not stated)?
V-ATPase pH: -1.4

How did COc1ccc(C2CC(=O)C=C3c4ccc(OC)cc4CCC32)cc1 (configuration not stated) do in these assays?
V-ATPase pH: -0.3

What do the screens show for `COc1cccc(NC(=O)N(C)C[C@H]2OCc3cnnn3CCCC(=O)N([C@H](C)CO)C[C@@H]2C)c1`?
V-ATPase pH: 1.1

How did COc1cccc(N2CCN(C(=O)c3cccc(S(=O)(=O)N4CCCC4)c3)CC2)c1 do in these assays?
V-ATPase pH: 2.4

How did CCN(CC)CCOCCOC(=O)C(CC)(CC)c1ccccc1 do in these assays?
V-ATPase pH: -4.4

Results for CC(=O)NC1CC2CCCC(C1)N2C(=O)Nc1c(C)cccc1C (configuration not stated) ?
V-ATPase pH: -4.9

What do the screens show for `COc1ccccc1S(=O)(=O)N(C)C[C@@H]1OCc2cnnn2CCCC(=O)N([C@H](C)CO)C[C@H]1C`?
V-ATPase pH: -0.9

Results for CCCCN(C(=O)c1cc(S(=O)(=O)N2CCOCC2)ccc1N1CCOCC1)c1ccccc1 ?
V-ATPase pH: -2.3

Results for Cc1ccc(S(=O)(=O)N2C[C@H]3N(C(=O)OC(C)C)N(C(=O)OC(C)C)C[C@H](OC(=O)Nc4c(C)noc4C)[C@@]3(O)C2)cc1 ?
V-ATPase pH: 1.1

What do the screens show for `CC(C)CC1C(=O)N(Cc2cn(CCC3OCCO3)nn2)CCS(=O)(=O)N1Cc1ccc(-c2cccc(CO)c2)cc1` (configuration not stated)?
V-ATPase pH: -0.4

Results for COc1ccccc1NC(=O)N(C)C[C@@H]1OCc2cn(nn2)CCCC(=O)N([C@@H](C)CO)C[C@H]1C ?
V-ATPase pH: -0.9

What do the screens show for `COc1cc(C(C)=O)ccc1OCC(=O)N1CCCC1c1ccc2c(c1)OCCCO2` (configuration not stated)?
V-ATPase pH: -2.1

How did C[C@@H]1CN([C@H](C)CO)S(=O)(=O)c2ccc(C#CC3CCCC3)cc2O[C@H]1CN(C)C(=O)Cc1ccccc1 do in these assays?
V-ATPase pH: 6.7

Results for CC(C)(C)NC(=S)N1CCC2CC1c1c(Cl)cccc12 (configuration not stated) ?
V-ATPase pH: 0.9

How did CCC(C)(C)c1nnc(NC(=O)CCC2CCCCC2)s1 do in these assays?
V-ATPase pH: -3.2

What do the screens show for `Cc1ccc(OCC(=O)NNC(=O)c2ccc(F)c(S(=O)(=O)N3CCOCC3)c2)cc1C`?
V-ATPase pH: 0.6

What do the screens show for `CCCC1NC(=O)c2cccnc2-n2c1nc1cc(C)cc(C)c1c2=O` (configuration not stated)?
V-ATPase pH: 2.4

How did C[C@H]1CN([C@@H](C)CO)C(=O)CCCn2nncc2CO[C@H]1CN(C)C(=O)CCC(F)(F)F do in these assays?
V-ATPase pH: 2.3

How did Cc1ccc(S(=O)(=O)NCc2ccccc2)cc1C(=O)NCC(=O)Nc1c(C)cccc1C do in these assays?
V-ATPase pH: -3.7

Results for C(=Nn1cnnc1)c1ccc2c(c1)CCC2 ?
V-ATPase pH: 3.5

What do the screens show for `O=S(=O)(NC1CCCCCCC1)c1ccc(F)cc1`?
V-ATPase pH: -0.3

Results for Cc1cc2cc3c(=O)[nH]c(=O)cc-3n(CC(O)C(O)C(O)CO)c2cc1C (configuration not stated) ?
V-ATPase pH: -2.5

How did Cc1nc2c(C)[n+](CC(=O)c3ccccc3)ccc2n1C do in these assays?
V-ATPase pH: -1.3

Results for COc1ccc([C@H]2N[C@]3(CCCN(Cc4cccn4C)C3=O)[C@H]3C(=O)N(Cc4ccccc4)C(=O)[C@@H]23)cc1 ?
V-ATPase pH: -3.1

How did O=c1c2ccccc2c(-c2ccccc2)nn1-c1cc(Cl)cc(Cl)c1 do in these assays?
V-ATPase pH: -1.1

Results for CN(CC(=O)Nc1cccc(S(=O)(=O)N(C)c2ccccc2)c1)Cc1cccs1 ?
V-ATPase pH: 1.1

What do the screens show for `O=C(Cc1ccccc1)Nc1c(Cl)ccc2nsnc12`?
V-ATPase pH: -0.7

How did COc1ccc(NC(=O)N(C)C[C@@H]2OCc3cnnn3CCCC(=O)N([C@@H](C)CO)C[C@H]2C)c(OC)c1 do in these assays?
V-ATPase pH: 0.3

Results for COc1ccc(NC(=O)CSc2nnnn2-c2cccc(OC)c2)cc1 ?
V-ATPase pH: 2.4

How did COC(=O)N(C)C[C@H]1OCc2cnnn2CCCC(=O)N([C@@H](C)CO)C[C@@H]1C do in these assays?
V-ATPase pH: -1.4

How did Cc1ccc(S(=O)(=O)N2C[C@H]3[C@H]4C(=O)N(c5ccccc5)C(=O)[C@H]4C[C@H](OC(=O)NCc4ccccc4)[C@@]3(O)C2)cc1 do in these assays?
V-ATPase pH: 1.3

How did COCCn1c(=S)[nH]c2cc(C(=O)N3CCN(C4CCCCC4)CC3)ccc2c1=O do in these assays?
V-ATPase pH: 1.1

Results for C[C@H](CO)N1C[C@H](C)[C@H](CN(C)C(=O)Nc2ccc(F)cc2)OCc2cnnn2CCCC1=O ?
V-ATPase pH: 0.4

Results for CC(=O)NNc1cc(C)nc(N)n1 ?
V-ATPase pH: -4.0

Results for O=C(NCCc1ccccc1)c1ccccc1C(F)(F)F ?
V-ATPase pH: -2.0

Results for COc1cc(CNC[C@H]2O[C@@H](n3cc(C)c(=O)[nH]c3=O)C[C@@H]2O)ccc1OCc1cccc(Cl)c1 ?
V-ATPase pH: -1.9

What do the screens show for `COc1cccc(Nc2ncnc3ccc(Br)cc23)c1`?
V-ATPase pH: 2.7

Results for O=C1NC(Cc2ccccc2)c2nc3cc(F)c(F)cc3c(=O)n2-c2cc3ccccc3cc21 (configuration not stated) ?
V-ATPase pH: -1.3

What do the screens show for `COc1ccc(-c2csc(NC(=O)c3ccc(C(C)(C)C)cc3)c2C(=O)O)cc1`?
V-ATPase pH: -0.7

How did COc1ccc(-c2ccc(CN3C(CC(C)C)C(=O)N(Cc4cn(CC5CCCCC5)nn4)CCS3(=O)=O)cc2)cn1 (configuration not stated) do in these assays?
V-ATPase pH: -0.8

Results for COc1cccc(CN(C)C(=O)C2CCCN(C(=O)c3ccc(Cl)cc3)C2)c1 (configuration not stated) ?
V-ATPase pH: 2.2
